Screens as filed in PubChem BioAssay.
LYP phosphatase: inhibitors of LYP phosphatase, biochemical, fluorescence intensity, uHTS (AID 1779). recombinant LYP phosphatase, fluorescence intensity; higher % means a stronger effect. inhibition, % at 11.5 µM; hits with a dose series show IC50 in µM. 290,000 compounds, 0.054% hits; in the data active = inhibition above about 50%;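 also: plate controls were vehicle with enzyme for no effect and no enzyme for full effect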
RSV antiviral HEp-2: RSV antiviral activity via CPE protection, HEp-2 cells, primary 10 µM value included (AID 2391); 310,000 compounds, 0.13% hits; HEp-2 cells, RSV-induced CPE inhibition; higher % means a stronger effect; CPE inhibition, % at 10 µM, or IC50 in µM where a hit was titrated; in the data active = a potency from the dose series; inconclusive = CPE inhibition mostly from about 23% at the one dose, without a potency; inactive = the rest, 99 in 100 with CPE inhibition below about 21%; also: strong numbers were not always called active
Large T inhibition: TAg ATPase/helicase activity blockers – biochemical (AID 1903). 310,000 compounds, 0.39% hits. inhibition, % at 20 µM; hits with a dose series show IC50 in µM. SV40 large T antigen ATPase/helicase inhibition assay; higher % means a stronger effect; in the data active = a potency from the dose series; inconclusive = inhibition mostly from about 32% at the one dose, without a potency; inactive = the rest, 99 in 100 with inhibition below about 32%; also: strong numbers were not always called active
GPR35 antagonists: GPR35 antagonists blocking zaprinast-driven arrestin recruitment, primary screen, imaging, U2OS, beta-arrestin-GFP, zaprinast agonist (AID 2058); U2OS GPR35 beta-arrestin-GFP translocation imaging, zaprinast antagonism; higher % means a stronger effect; one-dose inhibition, % at 10 µM; IC50 in µM for titrated hits; 290,000 compounds, 0.052% hits;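 active = inhibition of at least 50% with at least 30 cells and total cytoplasm GFP at most 10,000,000; inconclusive = under 30 cells or total GFP of 10,000,000 plus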
Rac1 GTP hydrolysis: MgcRacGAP GTPase-activating activity inhibitors, confirmation, biochemical, ADP Hunter fluorescence; MgcRacGAP-stimulated Rac1 GTP hydrolysis, ADP Hunter fluorescence; higher % means a stronger effect; GST-tagged Rac1 F28L mutant substrate; one-dose inhibition, % at 30 µM; IC50 in µM for titrated hits; 340,000 compounds, 0.6% hits; AID 624330;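 active = first-screen hits whose inhibition reached a set limit at any dose in the follow-up dose series; inconclusive = inhibition above the set first-screen limit but never retested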;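 also: fluorescence reports GDP produced by GAP-driven GTP hydrolysis; strong numbers were not always called active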
West Nile virus CPE: inhibition of WNV-induced cytopathic effect – cell-based, CPE readout (AID 1621) | West Nile virus-infected cells, CPE inhibition; higher % means a stronger effect | one-dose CPE inhibition, % at 10 µM; IC50 in µM for titrated hits | 290,000 compounds, 0.02% hits; in the data active = a potency from the dose series; inconclusive = CPE inhibition mostly from about 3.7% at the one dose, without a potency; inactive = the rest, 99 in 100 with CPE inhibition below about 2.2%; also: strong numbers were not always called active
NS5 inhibitors: flavivirus cap methylation enzyme inhibition – biochemical, confirmation dose response, primary screen (AID 588689); 340,000 compounds, 0.3% hits; Dengue-2 NS5 methyltransferase capping enzyme assay, biochemical; higher % means a stronger effect; inhibition, % at 25 µM; hits with a dose series show IC50 in µM; in the data active = a potency from the dose series; inconclusive = inhibition above about 29% without an active follow-up result
PhoP inhibition: inhibitors of PhoP regulon expression, primary screen, Salmonella Typhimurium, GFP reporter (AID 1863). inhibition, % at 50 µM; hits with a dose series show IC50 in µM. S. Typhimurium PhoP-regulated promoter GFP reporter, 4 h; higher % means a stronger effect. 300,000 compounds, 0.16% hits;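 active = inhibition over 29.93%, a cutoff 3 SD above the screen mean, later confirmed by dose response; inconclusive = inhibition over 29.93% but no dose response follow-up; inactive = inhibition at most 29.93% or unconfirmed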;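 also: 0% = low Mg2+ inducing control and 100% = high Mg2+ repressing control; strong numbers were not always called active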
CSM14.1 death rescue: rescue of cells from ER stress-induced death, primary screen, 384-well, CSM14.1, thapsigargin, ATP luminescence (AID 1222); CSM14.1 thapsigargin-induced death rescue, ATP luminescence; higher % means a stronger effect; one-dose cellular ATP content (survival), % at 20 µM; EC50 in µM for titrated hits; 190,000 tested, under 10 active;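 active = EC50 below 50 µM in the dose-response confirmation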;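 also: death triggered by thapsigargin at about 15 µM added after 2 h compound pretreatment; cell ATP read after overnight thapsigargin exposure of roughly 18 to 22 hours; normalized against plate controls of thapsigargin alone and 5% DMSO vehicle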
NS5 inhibitors pilot replicate: further read-out of NS5 inhibitors, marked with its call; inhibition, %; measured here: pilot screen replicate inhibition
The depositor's hits bear a star; ? = inconclusive; . = no result given.

Preview, 2 compounds:
SMILES	LYP phosphatase	RSV antiviral HEp-2	Large T inhibition	GPR35 antagonists	Rac1 GTP hydrolysis	West Nile virus CPE	NS5 inhibitors	PhoP inhibition	CSM14.1 death rescue	others
CCN(CC)S(=O)(=O)c1cc(C)ccc1NC(=S)Nc1cccnc1	-2%	-1.8%	3%	-9%	-9%	-1.9%	2%	11%	-0.9%
CSCCC(=O)N1CCCC(N2CCN(c3cccc(C(F)(F)F)c3)CC2)C1 (centres undefined)	-9%	1.3%	5%	-6%	10%	-0.8%	0%	2%	.

The whole of this part, from the first entry:
SMILES	LYP phosphatase	RSV antiviral HEp-2	Large T inhibition	GPR35 antagonists	Rac1 GTP hydrolysis	West Nile virus CPE	NS5 inhibitors	PhoP inhibition	CSM14.1 death rescue	others
CCN(CC)S(=O)(=O)c1cc(C)ccc1NC(=S)Nc1cccnc1	-2%	-1.8%	3%	-9%	-9%	-1.9%	2%	11%	-0.9%
CSCCC(=O)N1CCCC(N2CCN(c3cccc(C(F)(F)F)c3)CC2)C1 (centres undefined)	-9%	1.3%	5%	-6%	10%	-0.8%	0%	2%	.
CCn1nc(C)c(/C=N/NC(=O)Cn2nccc2C)c1C	-7%	0.2%	-1%	14%	7%	-0.2%	-3%	8%	-2.7%
CN1CCc2c(sc3c2c(=O)n(-c2ccccc2)c2nnc(SCc4ccc(Cl)cc4)n32)C1	-3%	1.7%	19%	-7%	17%	0.3%	-7%	-3%	2.8%
Cc1cc(C)cc(NC(=O)CSc2n[nH]c(-c3cccnc3)n2)c1	-11%	2.5%	1%	9%	13%	0.2%	-8%	7%	.
CNC(=O)CO/N=C/c1ccc(N(C)C)cc1	-4%	2.2%	27%	10%	9%	-0.7%	-7%	-16%	-0.7%
COc1ccc(CC(=S)NCCc2ccccc2)cc1	-7%	1.0%	4%	-2%	12%	0.0%	3%	-4%	.
Cc1ncoc1C(=O)N1CCCC(N2CCN(c3ccccc3F)CC2)C1 (centres undefined)	-9%	1.6%	6%	20%	4%	-0.7%	-4%	3%	.
CC(C)CCN(C(=O)Nc1ccccc1)C(C)c1cccs1 (centres undefined)	-3%	1.1%	-1%	4%	1%	0.2%	1%	17%	0.0%
O=C(NCc1ccco1)c1sc2cc(F)ccc2c1Cl	-1%	7.6%	7%	16%	9%	0.0%	-1%	5%	-1.3%
Cc1cccc(NCc2ccc(O)c3ncccc23)c1C	-4%	5.2%	.	9%	.	-2.0%	.	.	-2.0%
O=C(Nc1ccc(Br)cc1)C1CC(O)CN1C(=O)Oc1ccccc1 (centres undefined)	-3%	0.5%	-2%	8%	-4%	-0.2%	-1%	8%	.
CCCC(=O)NCCc1nc2ccccc2n1CC(=O)c1ccccc1	-10%	1.3%	-3%	-1%	5%	-1.3%	-7%	14%	0.5%
CC(=O)c1ccc(NC(=O)Nc2ccccc2)cc1	2%	11%	7%	-9%	3%	-0.4%	-19%	19%	-2.1%
COc1ccc(CN(CC(=O)NCc2ccccc2)C(=O)CCC(=O)Nc2nccs2)cc1	-7%	1.6%	9%	25%	-1%	-0.6%	6%	-4%	.
COc1ccc(-c2cn[nH]c2-c2ccc(OC)cc2O)cc1	-5%	6.2%	2%	10%	7%	-0.1%	-3%	8%	.
O=C(CCS(=O)(=O)c1ccccc1)Nc1ccc(Cl)cn1	-9%	0.9%	9%	-3%	7%	-0.4%	-4%	4%	.
COC(=O)c1ccc(C(=O)OC)c(NC(=O)COC(=O)C2CCC(C(C)(C)C)CC2)c1 (centres undefined)	2%	11%	10%	-5%	7%	1.8%	-3%	-11%	-0.6%
COC(=O)c1ccccc1NC(=O)Nc1ccc(C(=O)N2CCCC2)cc1	4%	1.4%	6%	-7%	-2%	-0.2%	-4%	-8%	-5.2%
CCCS(=O)(=O)N1CCN(CC2CC=CCC2)CC1 (centres undefined)	-4%	-1.6%	5%	2%	?	-0.1%	-2%	8%	-1.8%
Cc1ccn2cc(CCNC(=O)c3ccc(Br)o3)nc2c1	-5%	0.4%	4%	-6%	13%	-0.1%	3%	-3%	-0.9%
CCN(CC)c1cc(C)c2cc(NC(=O)c3cccs3)ccc2n1	4%	1.1%	8%	-9%	8%	-0.1%	-3%	-9%	0.0%
CN(c1ccccc1C(=O)Nc1cccc(C(F)(F)F)c1)S(C)(=O)=O	-8%	1.3%	-6%	1%	6%	-0.5%	-1%	-5%	-1.4%
Cc1cc(C)n2nc(C(=O)OCC(=O)N(CC(C)C)CC(C)C)nc2n1	2%	0.0%	-4%	-8%	4%	0.5%	-4%	7%	0.1%
NC(=O)CC(NC(=O)Cc1cccc2ccccc12)c1ccc(NC2CCCCC2)c([N+](=O)[O-])c1 (centres undefined)	-4%	-2.2%	16%	1%	-5%	0.5%	-23%	8%	.
Cc1ccccc1NC(=O)COC(=O)CNC(=O)c1sc2ccccc2c1Cl	-1%	1.9%	-2%	-7%	7%	0.5%	-4%	-1%	-1.1%
CCN(CC1COc2ccccc2O1)C(=S)Nc1ccccc1 (centres undefined)	-6%	-0.5%	-2%	6%	-7%	-0.3%	0%	-3%	-1.2%
N#C/C(=C\c1cn(CC(=O)N2CCCC2)c2ccccc12)C(=O)NCc1ccc2c(c1)OCO2	-7%	5.1%	-7%	18%	7%	-0.6%	-2%	-2%	-1.2%
Cc1ccc(N(CCC#N)C(=O)COC(=O)c2nc3nc(C)cc(C)n3n2)cc1	.	-1.4%	8%	.	10%	.	-4%	6%	.
Cc1csc(SCC(=O)Nc2cc(C(C)(C)C)nn2-c2ccccc2)n1	-1%	3.9%	10%	22%	3%	0.8%	2%	-5%	.
O=C(NCc1cccs1)c1cccn2c(=O)c3sccc3nc12	-9%	1.3%	3%	-6%	8%	-0.2%	-9%	-11%	1.4%
O=C(CNC(=O)c1ccc(Br)o1)NNC(=O)c1ccccc1O	.	-1.2%	10%	.	7%	.	-6%	-11%	.
O=C(O)C1CCCCC1C(=O)NCCc1ccccc1 (centres undefined)	-12%	0.3%	-2%	3%	7%	0.0%	-5%	-1%	-0.6%
COc1ccc(Cl)cc1Nc1nnc(-c2ccncc2)s1	-9%	0.8%	5%	13%	9%	-0.8%	-8%	5%	.
CCOc1ccc2nc(-c3ccccc3)[nH]c2c1	-12%	-0.6%	12%	9%	7%	0.3%	2%	5%	-5.3%
CCc1ccc(C2CC(=O)N(c3cccc(F)c3)C3=C2C(=O)OC3)cc1 (centres undefined)	3%	0.7%	12%	-12%	0%	1.5%	-2%	8%	-1.1%
CCN(CC)S(=O)(=O)c1ccc(NC=C(C#N)C#N)cc1	1%	0.1%	13%	2%	6%	0.1%	1%	-4%	.
COCCNC(=O)c1cc(-c2ccccc2)nn1CC1CC(c2cccc([N+](=O)[O-])c2)=NO1 (centres undefined)	.	1.6%	8%	.	5%	0.0%	-1%	.	.
CC(NC(=O)c1ccc(F)cc1)c1ccc(F)cc1 (centres undefined)	-7%	0.8%	3%	4%	5%	-0.2%	-1%	-8%	-1.2%
CN(C)CCNC(=O)C(=O)Nc1cc2c3c(c1)CCC(=O)N3CCC2	-7%	0.7%	9%	-22%	4%	-0.1%	-2%	1%	.
CN(CC(=O)NCc1ccc(Cl)cc1)S(=O)(=O)c1cccs1	-2%	2.1%	12%	-4%	4%	0.0%	-3%	-2%	.
O=C(COC(=O)c1cnccn1)Nc1ncc(Cl)cc1Cl	.	-1.4%	20%	.	7%	.	12%	-7%	.
CCN(CC)CCNC(=O)c1ccc(NC2=NC3CS(=O)(=O)CC3S2)cc1 (centres undefined)	-4%	1.0%	3%	1%	3%	0.0%	-3%	4%	2.0%
O=C(Nc1ccc2c(c1)OCCO2)C1CCN(S(=O)(=O)c2cccs2)CC1	-8%	1.7%	8%	6%	7%	-0.2%	1%	10%	-0.5%
CCCn1c(N)c(N(CCOC)C(=O)c2cc(Cl)nc3ccccc23)c(=O)[nH]c1=O	.	-1.4%	7%	.	3%	.	0%	1%	.
Cc1cc(C(=O)OCC(=O)Nc2ccc(S(N)(=O)=O)cc2)c2ccccc2n1	-2%	2.0%	3%	-6%	8%	-0.1%	0%	-9%	-2.6%
CCOC(=O)N1CCN(C(=O)C2CCC(CNS(=O)(=O)c3ccccc3)CC2)CC1 (centres undefined)	-6%	-0.8%	1%	0%	11%	-0.3%	5%	-3%	-1.6%
Nc1nc(Cn2nnc(-c3ccccc3Cl)n2)nc(N2CCOCC2)n1	-14%	-0.7%	0%	-9%	-3%	-0.2%	-7%	0%	0.0%	NS5 inhibitors pilot replicate=-2.6
Clc1ccc(C2=NNC(=NCC3CCCO3)SC2)cc1 (centres undefined)	-6%	2.3%	12%	6%	11%	-0.7%	2%	2%	-3.5%
O=C(O)C1C2C=CC(C2)C1C(=O)Nc1ccc(Cl)c(Cl)c1 (centres undefined)	-7%	-0.7%	8%	-2%	7%	-0.6%	-5%	1%	.

Further results.
SMILES	LYP phosphatase	RSV antiviral HEp-2	Large T inhibition	GPR35 antagonists	Rac1 GTP hydrolysis	West Nile virus CPE	NS5 inhibitors	PhoP inhibition	CSM14.1 death rescue	others
Cc1ccc2c(c1)N(CCC(=O)NCc1cccnc1)C(=O)CO2	-8%	1.6%	-1%	3%	8%	0.1%	-1%	0%	-0.5%	NS5 inhibitors pilot replicate=-0.3
O=C(CSCc1ccc(Br)cc1)N1CCOCC1	-10%	1.2%	-1%	9%	9%	0.2%	-2%	9%	-2.0%
Cc1cc(C)nc(SCC(=O)N/N=C\c2sccc2C)n1	-6%	0.2%	-2%	5%	7%	-0.4%	-2%	-3%	2.1%
COc1cc(CNCCCCO)ccc1OCc1ccccc1F	-1%	-2.5%	13%	6%	3%	-0.2%	-3%	0%	-0.3%
Cc1cc(C)nc(NC(=O)c2ccc(C)c(C)c2)n1	-12%	1.9%	2%	7%	5%	-0.8%	0%	0%	.	NS5 inhibitors pilot replicate=3.7
Cc1c(C(N)=O)sc2ncn(CC(=O)N3CCC(C)CC3)c(=O)c12	-8%	-0.8%	10%	12%	10%	0.9%	-10%	2%	5.7%
O=C(c1cc(-c2ccccc2)nn1CC1CC(c2cccnc2)=NO1)N1CCOCC1 (centres undefined)	.	2.6%	4%	.	4%	1.0%	-10%	-12%	.
COc1ccc(C2SCCN2C(=O)c2ccc([N+](=O)[O-])cc2)cc1 (centres undefined)	-4%	0.5%	5%	-6%	6%	0.1%	-4%	2%	-0.7%
CC1CCCCC1NC(=O)COC(=O)COc1ccccc1Cl (centres undefined)	-5%	0.5%	10%	5%	-4%	0.3%	0%	-1%	-2.5%
CC(=O)N1c2c(cc(Br)cc2S(=O)(=O)NCc2ccc3c(c2)OCO3)CC1C (centres undefined)	-4%	1.2%	0%	-6%	4%	-0.3%	-4%	-1%	-0.6%
O=S(=O)(c1ccc(Cl)cc1)c1nc(-c2ccco2)oc1N1CCCCC1	-3%	3.2%	2%	3%	-7%	-0.4%	-3%	-8%	.
